Bioassay records from PubChem.
M. tuberculosis: growth inhibition of non-replicating M. tuberculosis (AID 488890) | Mycobacterium tuberculosis non-replicating, growth inhibition; higher % means a stronger effect | inhibition, % at 25 µM; hits with a dose series show IC50 in µM | actives 0.39% (n = 320,000); in the data active = a potency from the dose series; inconclusive = inhibition mostly from about 82% at the one dose, without a potency; inactive = the rest, 99 in 100 with inhibition below about 76%;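 also: plate controls were DMSO cells for no effect and high antibiotic wells for full effect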
VEEV TC-83 Vero: inhibitors of VEEV TC-83 cytopathic effect, confirmation, Vero cells (AID 588727). Vero cells, VEEV TC-83 cytopathic effect inhibition; higher % means a stronger effect. inhibition, % at 20 µM; hits with a dose series show IC50 in µM. actives 0.13% (n = 350,000); in the data active = a potency from the dose series; inconclusive = inhibition mostly from about 14% at the one dose, without a potency; inactive = the rest, 99 in 100 with inhibition below about 12%; also: strong numbers were not always called active
PhoP GFP inhibition: Inhibition of PhoP regulon, Salmonella typhi GFP reporter cells, confirmation, 4 h (AID 1850) | Salmonella Typhi PhoP-promoter GFP reporter, fluorescence, 4 h; higher % means a stronger effect | one-dose inhibition, % at 50 µM; IC50 in µM for titrated hits | actives 0.33% (n = 310,000); in the data active = a potency from the dose series; inconclusive = inhibition mostly from about 25% at the one dose, without a potency; inactive = the rest, 99 in 100 with inhibition below about 19%;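 also: 0% = induced wells with vehicle and 100% = uninduced wells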
influenza NS1A: H1N1 influenza NS1A inhibitors, functional cell based assay (AID 504329); NS1A functional cell-based assay, percent inhibition; higher % means a stronger effect; inhibition, % at 12.5 µM, or IC50 in µM where a hit was titrated; actives 0.3% (n = 340,000); in the data active = a potency from the dose series; inconclusive = inhibition above about 27% without an active follow-up result; also: strong numbers were not always called active
M. tuberculosis HTS: M. tuberculosis growth inhibition, HTS (AID 449762); actives 0.59% (n = 330,000); inhibition, % at 25 µM, or IC50 in µM where a hit was titrated; M. tuberculosis H37Rv growth inhibition, 7H9 media; higher % means a stronger effect; in the data active = a potency from the dose series; inconclusive = inhibition above about 70% without an active follow-up result;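 also: bacterial growth assessed after seven days of incubation; strong numbers were not always called active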
VEEV TC-83 Vero 10K pilot screen: also measured in VEEV TC-83 Vero; calls as there; inhibition, %; measured here: 10K pilot screen inhibition
* = called active by the depositor; i = inactive; ? = inconclusive; nt = not tested or not shown. Rows are unselected; 1.6% or so of the library scored in one or more.

SMILES	M. tuberculosis	VEEV TC-83 Vero	PhoP GFP inhibition	influenza NS1A	M. tuberculosis HTS	others
CC(=O)c1ccc(NC(=O)CCSCCC(=O)Nc2ccc(C(C)=O)cc2)cc1	8%	i	3%	17%	0%
O=C(Nc1cc(S(=O)(=O)Nc2ccc(Cl)cc2)ccc1N1CCCCC1)c1ccc(F)cc1	-11%	7.3%	3%	2%	9%
Cc1cc2nc(/C=C/c3nc4cc(C)c(C)cc4[nH]3)[nH]c2cc1C	-9%	0.5%	-2%	-7%	9%
O=C(COC(=O)c1ccc(F)cc1F)NCc1ccc2c(c1)OCO2	74%	3.0%	nt	0%	2%
Cn1/c(=N/NC(=O)c2ccccc2Br)sc2ccccc21	-5%	1.9%	7%	-1%	0%
CCOC(=O)c1cnn(-c2ccccc2)c1-n1cccc1C(=O)C(=O)Nc1ccc(OC)cc1	-13%	7.4%	5%	0%	-5%
CC(C)NC(=O)C(=O)Nc1cc2c3c(c1)C(C)C(=O)N3CCC2 (stereo unspecified)	-7%	1.7%	-2%	-8%	-7%
Cc1ccccc1CN(C)C(=O)CNC(=O)c1ccc2ccccc2c1	12%	0.4%	-3%	-9%	1%
CCOC(=O)c1c(NC(=O)CS(=O)(=O)c2cn(CC)c3ccccc23)sc2c1CCCCC2	29%	6.9%	-5%	1%	-7%
CCn1c(C(C)NC(=O)c2ccc(C)cc2)n[nH]c1=S (stereo unspecified)	-6%	i	-5%	-4%	4%
COc1cc(NS(=O)(=O)c2ccc(NC(=O)CSC3=NCCS3)cc2)nc(OC)n1	13%	nt	-1%	nt	0%
CCOc1cc2nc(-c3ccc(OC)c(OC)c3)nc(N3CC(C)OC(C)C3)c2cc1OC (stereo unspecified)	1%	nt	6%	nt	-6%
C/C(CC(=O)NCc1ccco1)=N\NC(=O)C(c1ccccc1)c1ccccc1	0%	1.0%	2%	10%	-6%
CCOc1ccc(Br)cc1S(=O)(=O)Nc1ccc(N2CCOCC2)cc1	-28%	i	10%	19%	-2%
O=C(CNC(=O)c1cccs1)Nc1ccncc1	-17%	0.5%	-3%	-4%	0%
Cc1c(OC(C)C(=O)NCc2ccccn2)ccc2c3c(c(=O)oc12)CCC3 (stereo unspecified)	-10%	6.5%	8%	3%	?
Cc1nc2sc(C(c3ccco3)N3CCN(c4ccccc4)CC3)c(O)n2n1 (stereo unspecified)	5%	0.9%	-4%	-4%	1%	VEEV TC-83 Vero 10K pilot screen=0.7
C=C(C)Cn1c(CCNC(=O)C(C)(C)C)nc2ccccc21	3%	i	1%	3%	-8%
OC(c1ccccc1)C(O)c1ccccc1 (stereo unspecified)	6%	0.9%	-4%	nt	-3%
O=C(Nc1nccs1)c1ccccc1N=Cc1ccccc1	8%	9.0%	-5%	-10%	4%
CN(C(=O)c1ccc(NC(=O)Cc2cccc(NC(=O)C3CCN(C(=O)C4CCCCC4)CC3)c2)cc1)C1CC1	nt	0.9%	nt	-7%	nt
O=C(CCC(=O)NC1CCCCCC1)Nc1nnc(C(F)(F)F)s1	22%	i	9%	5%	?
O=C(Nc1ccn(-c2ccccc2)n1)c1ccccc1Br	52%	i	-1%	1%	7%
OCC1(Cc2ccc(F)cc2)CCCN(Cc2ccc(F)cc2Cl)C1 (stereo unspecified)	12%	0.9%	4%	-2%	12%
O=C(O)c1ccc(OCC(F)(F)F)nc1	3%	i	-7%	9%	-6%

5 compounds already listed, sorted by length of the SMILES, falling.
SMILES	M. tuberculosis	VEEV TC-83 Vero	PhoP GFP inhibition	influenza NS1A	M. tuberculosis HTS	others
CCOC(=O)c1c(NC(=O)CS(=O)(=O)c2cn(CC)c3ccccc23)sc2c1CCCCC2	29%	6.9%	-5%	1%	-7%
O=C(COC(=O)c1ccc(F)cc1F)NCc1ccc2c(c1)OCO2	74%	3.0%	nt	0%	2%
O=C(CCC(=O)NC1CCCCCC1)Nc1nnc(C(F)(F)F)s1	22%	i	9%	5%	?
O=C(Nc1ccn(-c2ccccc2)n1)c1ccccc1Br	52%	i	-1%	1%	7%
O=C(CNC(=O)c1cccs1)Nc1ccncc1	-17%	0.5%	-3%	-4%	0%

Next compounds
SMILES	M. tuberculosis	VEEV TC-83 Vero	PhoP GFP inhibition	influenza NS1A	M. tuberculosis HTS	others
C(=C\n1nnc2ccccc21)/c1ccccn1	8%	2.4%	-61%	1%	3%
CN(C)C(=O)c1ccc2c(c1[N+](=O)[O-])C(=O)c1ccccc1C2=O	65%	?	-6%	-2%	1%
COc1ccc(NC(=S)N(CCN2CCOCC2)Cc2cc3cc4c(cc3[nH]c2=O)OCO4)cc1	5%	nt	8%	nt	-12%
COc1ccc(OCc2cc(C(=O)NCC3CCCCO3)no2)c(Cl)c1 (stereo unspecified)	8%	i	-19%	-16%	15%
N/C(=N\OC(=O)Oc1ccccc1)c1cccc([N+](=O)[O-])c1	18%	0.8%	0%	-4%	0%
COc1ccc(-c2cc(-c3ccccc3)n3ncnc3n2)cc1	78%	9.2%	2%	2%	?
CCOC(=O)C1=CN(CC)CCC1=O	nt	1.9%	nt	-12%	nt
CCN(CC(=O)Nc1c(F)cccc1F)C(=O)Cc1sc(C)nc1-c1ccc(F)cc1	nt	1.8%	nt	-1%	nt
FC(F)Sc1ccc(-n2c(-c3ccc(Cl)cc3)c[n+]3c2CCC3)cc1	-1%	0.1%	8%	10%	-1%
C[C@H]1CC[C@@H]2[C@@H](C)[C@H]3[C@H](C[C@H]4[C@@H]5CC=C6C[C@@H](O[C@@H]7O[C@H](CO)[C@H](O)[C@H](O[C@@H]8O[C@H](CO)[C@@H](O)[C@H](O)[C@H]8O)[C@H]7O[C@@H]7O[C@@H](C)[C@H](O)[C@@H](O)[C@H]7O)CC[C@]6(C)[C@H]5CC[C@]34C)N2C1	7%	i	-5%	2%	-5%
O=C(NC(=S)NNC(=O)c1ccccc1O)c1ccc(F)cc1	?	0.5%	-2%	12µM*	13%
O=C1N=C(N2CCOCC2)SC1=Cc1ccco1	nt	1.5%	nt	-20%	nt
CCc1ccc(-n2c(Cn3nc(C(F)(F)F)cc3C)n[nH]c2=S)cc1	-4%	2.9%	-9%	0%	0%
COC(=O)c1ccccc1NC(=O)c1ccccc1N(C)S(=O)(=O)c1ccccc1	14%	0.7%	-4%	11%	5%
CC1CCN(c2c(NCC3CCC(C(=O)N4CCCCC4)CC3)c(=O)c2=O)CC1 (stereo unspecified)	nt	1.1%	9%	5%	-14%
CCON1C(=O)CN(C(=O)OC)C1c1ccc(Cl)cc1Cl (stereo unspecified)	-4%	4.4%	10%	-4%	-3%
COc1cc2c(cc1OC)CN(C(=O)C1CCN(S(=O)(=O)c3ccccc3F)CC1)CC2	10%	4.0%	0%	0%	13%
COc1ccc(-c2noc(CSc3nnc(Cc4ccccc4)n3-c3ccc(Cl)cc3)n2)cc1	8%	4.3%	1%	4%	5%
CC(=O)c1sc(Nc2nc(C)cc(C)n2)nc1C	-7%	8.6%	-3%	-6%	-7%
CC1Cc2ccccc2N1C(=S)Nc1ccc(S(N)(=O)=O)cc1 (stereo unspecified)	6%	0.8%	2%	5%	-3%
CC(=O)c1sc(NC(=O)COc2ccc([N+](=O)[O-])cc2)nc1C	-7%	0.6%	19%	2%	-1%
Cc1ccc2[nH]c(-c3ccccc3)cc(=O)c2c1	37%	i	11%	-7%	?
N#Cc1nc(-c2ccc(F)cc2)oc1NCCN1CCOCC1	nt	i	nt	-1%	-4%
CCCCCCSc1cc(-c2nc3cc(C)ccn3c2NCCCC)ccc1OC	39%	i	1%	10%	1%	VEEV TC-83 Vero 10K pilot screen=0.0
Cc1ccc(NC(=O)CN(C)C(=O)C(C)OC(=O)c2ccccc2NCCO)cc1 (stereo unspecified)	-2%	0.8%	-9%	10%	6%

Of the compounds above, three have a nitro group on carbon:
SMILES	M. tuberculosis	VEEV TC-83 Vero	PhoP GFP inhibition	influenza NS1A	M. tuberculosis HTS	others
CN(C)C(=O)c1ccc2c(c1[N+](=O)[O-])C(=O)c1ccccc1C2=O	65%	?	-6%	-2%	1%
N/C(=N\OC(=O)Oc1ccccc1)c1cccc([N+](=O)[O-])c1	18%	0.8%	0%	-4%	0%
CC(=O)c1sc(NC(=O)COc2ccc([N+](=O)[O-])cc2)nc1C	-7%	0.6%	19%	2%	-1%

Other results follow:
SMILES	M. tuberculosis	VEEV TC-83 Vero	PhoP GFP inhibition	influenza NS1A	M. tuberculosis HTS	others
COC(=O)c1sccc1NC(=O)c1ccc(Cl)cc1	-10%	0.9%	1%	0%	-6%
Cc1ccccc1NC(=O)C(C)Sc1nnc(-c2ccncc2)n1CC1CCCO1 (stereo unspecified)	6%	i	2%	12%	5%
CCCOc1ccc(-c2nc(-c3ccc([N+](=O)[O-])cc3)cs2)cc1	-8%	0.5%	-1%	7%	4%
CC(=O)c1ccc(-n2c(SCC(=O)c3c[nH]c4ccccc34)nc3ccccc3c2=O)cc1	12%	9.3%	-6%	8%	6%	VEEV TC-83 Vero 10K pilot screen=10
O=C(O)c1ccc(S(=O)(=O)Cc2ccccc2)cc1	0%	2.2%	-2%	-23%	3%
NNC(=O)CNC(c1ccccc1)c1cc(Br)ccc1NC(=O)CCN1CCOCC1 (stereo unspecified)	52%	0.0%	2%	8%	7%
Cc1cc(C(=O)NCCc2ccc(Cl)cc2)n(-c2ccccc2)n1	7%	i	2%	-8%	-1%
COc1ccc(OC)c(-c2nnc(SCC(=O)NC3CCCCC3)o2)c1	?	2.3%	-5%	6%	-2%
CCCCOc1ccccc1C(=O)NCC(=O)O	-17%	0.8%	-1%	-12%	-2%
O=C(/C=C/c1cccs1)c1cc(Cl)ccc1OC(=O)N1CCOCC1	10%	1.3%	1%	5%	2%
CN1CCN(C(=S)c2cn(Cc3ccccc3F)c3ccccc23)CC1	9%	0.2%	4%	9%	11%
COC(=O)C1(O)CC(C(C)C)=NN1C(=O)c1ccccc1 (stereo unspecified)	6%	0.8%	2%	4%	-6%
CC(=O)c1c(O)cc(C)n(-c2ccc(F)cc2)c1=O	-9%	0.0%	-9%	4%	-2%
COC(=O)CCCCCCCCC(=O)Nc1nc2ccccc2s1	-8%	1.7%	-5%	2%	-12%
O=S(=O)(c1ccccc1)N1N=C(c2ccccc2)CC1c1ccccc1F (stereo unspecified)	0%	0.7%	-5%	-7%	3%
CC1OC(C[N+](C)(C)C)CC1O (stereo unspecified)	-9%	0.5%	-7%	-9%	6%
COC(=O)C1=C(c2cc3ccccc3s2)C[C@@H]2CC[C@H]1N2C(=O)NC1CC1	10%	2.5%	-5%	-5%	-4%
COc1ccc2c(c1)[C@@H]1[C@H](CO2)[C@H](c2ccccc2)[C@]2(C)C(=O)NCC(=O)N12	13%	7.3%	nt	-17%	-1%

Structures shown so far that have two or more sulfur atoms (3):
SMILES	M. tuberculosis	VEEV TC-83 Vero	PhoP GFP inhibition	influenza NS1A	M. tuberculosis HTS	others
CCOC(=O)c1c(NC(=O)CS(=O)(=O)c2cn(CC)c3ccccc23)sc2c1CCCCC2	29%	6.9%	-5%	1%	-7%
COc1cc(NS(=O)(=O)c2ccc(NC(=O)CSC3=NCCS3)cc2)nc(OC)n1	13%	nt	-1%	nt	0%
CC1Cc2ccccc2N1C(=S)Nc1ccc(S(N)(=O)=O)cc1 (stereo unspecified)	6%	0.8%	2%	5%	-3%
